TEAD-YAP inh: TEAD-YAP interaction inhibition; HEK-TIYL cells, TEAD-Gal4/YAP UAS-luciferase luminescence; inhibition, % at 9.12 µM; hit rate 1.4% among 640,000; AID 1259422; in the data active = inhibition above about 32%;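 note: 0% = median of test compound wells and 100% = reference inhibitor wells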
MITF primary: blocks human microphthalmia-associated transcription factor | O75030 | AlphaScreen MITF homodimerization, bead proximity signal | inhibition, % at 2.6 µM | hit rate 0.91% among 650,000; in the data active = inhibition above about 50%;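 note: 0% = vehicle wells with protein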
Target sequence (O75030 whole entry, looked up): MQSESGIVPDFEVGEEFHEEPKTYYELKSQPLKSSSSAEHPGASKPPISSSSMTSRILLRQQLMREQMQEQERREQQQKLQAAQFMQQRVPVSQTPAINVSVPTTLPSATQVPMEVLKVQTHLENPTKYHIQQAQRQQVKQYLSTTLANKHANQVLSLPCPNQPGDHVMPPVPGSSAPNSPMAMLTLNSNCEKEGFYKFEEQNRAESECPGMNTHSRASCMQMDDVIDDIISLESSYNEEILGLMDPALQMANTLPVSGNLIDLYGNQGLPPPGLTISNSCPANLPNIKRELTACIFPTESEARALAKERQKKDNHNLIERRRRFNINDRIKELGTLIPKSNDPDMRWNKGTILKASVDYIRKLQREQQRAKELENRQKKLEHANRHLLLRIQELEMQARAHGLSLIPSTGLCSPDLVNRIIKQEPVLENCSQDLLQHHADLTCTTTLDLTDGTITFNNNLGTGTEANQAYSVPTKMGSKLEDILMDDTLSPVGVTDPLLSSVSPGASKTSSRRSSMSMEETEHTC
FBW7 act: activators of human E3 ligase FBW7 | Q969H0 | AlphaScreen FBW7–phospho-cyclin E peptide binding, activator screen | normalized activity (activation), % at 26.1 µM | hit rate 0.13% among 650,000 | AID 1259310; in the data active = normalized activity above about 1.9%;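 note: purified mutant Fbw7 with reduced substrate affinity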
GPR151 activ: human GPR151 activation. Q8TDV0. hit rate 1% among 650,000. activation, % at 11.2 µM. AID 1508602. PathHunter beta-arrestin GPR151 cells, luminescence; in the data active = activation above about 4.9%;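 note: 0% = median of compound wells and 100% = cells with positive control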
Target sequence (Q8TDV0 whole entry, looked up): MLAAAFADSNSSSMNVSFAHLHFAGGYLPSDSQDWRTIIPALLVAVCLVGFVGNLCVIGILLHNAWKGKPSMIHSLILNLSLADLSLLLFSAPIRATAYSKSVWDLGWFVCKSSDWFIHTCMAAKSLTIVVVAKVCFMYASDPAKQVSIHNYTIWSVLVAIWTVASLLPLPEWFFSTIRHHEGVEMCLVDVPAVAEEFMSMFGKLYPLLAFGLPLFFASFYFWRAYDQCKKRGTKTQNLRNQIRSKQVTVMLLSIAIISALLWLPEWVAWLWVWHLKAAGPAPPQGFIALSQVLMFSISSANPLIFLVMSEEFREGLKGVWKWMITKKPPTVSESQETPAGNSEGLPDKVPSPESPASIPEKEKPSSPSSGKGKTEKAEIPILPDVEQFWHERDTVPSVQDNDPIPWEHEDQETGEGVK
The depositor's hits bear a star.

SMILES	TEAD-YAP inh	MITF primary	FBW7 act	GPR151 activ
COc1ccccc1NC(=O)C1=C(C)NC(SC)=C(C#N)C1c1ccc(C)o1 (stereo not given)	1	18	0.3	0.5
CCOc1c(CNc2ccc(N3CCOCC3)c(C(=O)O)c2)cccc1OC	0	8	0.1	1.4
COc1ccc(-c2c(C)oc3cc(OCCN4CCN(C)CC4)ccc3c2=O)cc1	0	4	0.1	-0.4
CN1CCN(C(=O)CC2(c3cccc(F)c3)CC(=O)N(C3CCCC3)C2=O)CC1 (stereo not given)	-1	10	0.1	0.7
O=C(c1cc2nc3c(c(C(F)(F)F)n2n1)CCc1ccccc1-3)N1CCN(C(c2ccccc2)c2ccccc2)CC1	6	-9	-0.2	-0.6
COc1ccc2c(c1)-c1c(ssc1=S)C(C)(C)N2C(=O)CSc1nc2ccccc2o1	3	12	-0.8	0.9
CCOc1ccc(NC(C)C(=O)N/N=C/c2ccccc2Cl)cc1 (stereo not given)	0	10	0.0	0.4
COc1ccccc1NC(=O)/C=C/c1ccc(-c2ccccc2)o1	7	4	0.2	-1.7
O=C(CCn1cncn1)N1CCCC1c1nc2ccccc2[nH]1 (stereo not given)	6	3	-0.1	2.2
Cn1ncc(N2CCN(S(=O)(=O)c3ccc(Br)cc3)CC2)c(Cl)c1=O	0	21	0.3	-0.3
CCOc1ccc(CN2CCN(Cc3ccc(OC)c(OCc4ccccc4)c3)CC2)cc1	16	69*	-0.1	1.0
O=C(Cn1c2c(c(=O)n(C3CCCCC3)c1=O)CCC2)Nc1ccc2c(c1)OCCO2	16	-7	0.2	0.6
Cc1ccc(C)c(NC(=O)/C(C#N)=C\c2ccccc2O)c1	-2	17	0.1	-0.7
CC1=NN(c2ccccc2C(=O)O)C(=O)C1N=Nc1ccccc1 (stereo not given)	3	-3	-0.2	-0.1
CCOC(=O)C1=C(CC)NC2=C(C(=O)CCC2)C1c1ccc(OC)cc1OC (stereo not given)	8	9	0.0	-0.2
Cc1nc2c(c(=O)[nH]1)CCN(Cc1ccc(O)cc1)C2	-3	15	0.0	-0.3
CC(C)OCCCNC(=S)NNC(=O)c1ccncc1	-2	-4	-0.1	-0.1
COc1ccc2c(c1)CC(c1nc3c(OCCN(C)C)cc(-c4cn[nH]c4C)cc3s1)CO2 (stereo not given)	25	24	-0.4	-0.3
COCCn1cc(C(=O)c2ccccc2OCC(=O)Nc2ccccc2)cc(C#N)c1=O	-11	0	0.0	-0.5
COc1ccc(CC(=O)N2CCCC2c2nnc(SCc3ccccc3)n2C)cc1 (stereo not given)	-2	4	0.5	-1.1
Cn1c2ccccc2n2cc(C34CC5CC(CC(C5)C3)C4)nc12	-22	12	0.1	-0.6
C/C(=N\NC(=O)c1c(Cl)cc(Cl)cc1Cl)c1cccnc1	11	-8	-0.1	0.5
CCn1c(N2CCN(CC(=O)c3ccc(OC)cc3)CC2)nc2ccccc21	4	-3	-0.1	-1.0
CCOC(=O)c1sc(N)c(C#N)c1C	-6	6	0.1	-0.8
O=C(NC1CCN(Cc2ccccc2)CC1)c1csc(Nc2nccc3ccccc23)n1	-3	-10	-0.1	-2.0
OC1CC(C2OCCO2)CCC1N1CCOCC1 (stereo not given)	-2	-65	0.0	1.6
COC(=O)c1ccc(/C=C2\C(=O)N(c3ccc([N+](=O)[O-])cc3)N=C2c2ccccc2)cc1	-14	4	-0.1	0.3
CCOc1cc(/C=c2\sc3n(c2=O)C(c2ccc(OC)cc2OC)C(C(C)=O)=C(C)N=3)ccc1OCc1cccc2ccccc12 (stereo not given)	-3	-6	0.1	0.5
O=C(Nc1ccccc1Cl)c1ccc(F)c(S(=O)(=O)N2CCC(Cc3ccccc3)CC2)c1	0	-4	0.0	-0.9
Cc1cc(C2C(C#N)=C(N)N(c3ccccc3Cl)C3=C2C(=O)CCC3)c(C)s1 (stereo not given)	4	7	0.3	-2.1
Cc1ccc2nsnc2c1NC(=O)COc1ccc(Cl)cc1Cl	8	1	0.2	-1.1
Cc1ccc(C(=O)/C=C/Nc2ccc(C)cc2O)cc1	-59	8	0.1	1.2
CCOC(=O)c1c(C)oc2c1c(CN1CCCC(C(=O)OCC)C1)c(O)c1ccccc12 (stereo not given)	-65	6	-0.3	-0.3
COc1cccc(/C=C(\C)C(=O)Nc2ccccc2)c1	-57	-2	-0.1	-0.9
CCCN(Cc1ccc(OC)cc1)CC1CC1	-6	8	0.1	0.9
CSC1=C(C#N)C(c2ccccc2C)C2=C(CCCC2=O)N1 (stereo not given)	39*	-8	-0.1	3.3
COC(=O)c1ccc(C(=O)N(Cc2ccsc2)Cc2ccccn2)cc1	-2	1	-0.2	-2.4
O=C(Nc1ccc2oc(-c3ccc(Cl)cc3Cl)nc2c1)c1ccc(Cl)c(Cl)c1	-5	0	-0.1	0.8
COc1ccc(N2C(N)=C(C#N)C(c3cc(OC)c(OC)c(OC)c3)C3=C2CC(C)(C)CC3=O)cc1 (stereo not given)	-16	9	0.0	0.6
O=C(c1ccc(F)cc1)c1c[nH]c2c(F)cccc2c1=O	0	1	0.1	0.8
COc1ccc(N2CCN(C(=O)c3nc(SC)ncc3Cl)CC2)cc1	0	10	0.1	1.8
C=CCOc1ccc2c3c(c(=O)oc2c1C)CCC3	-27	54*	0.6	-1.5
CCOc1ccccc1-c1nc(-c2cccc(OC)c2)no1	-16	5	0.4	4.7
CCN(CC)CCNc1c([N+](=O)[O-])c(=O)n(-c2ccccc2)c2ccccc12	-11	7	0.1	-0.9
COC(=O)c1ccc(SCc2ccccc2F)c([N+](=O)[O-])c1	1	6	-0.2	0.3
COc1ccc(/C=C/C(=O)OCC(=O)c2ccc(Br)s2)cc1OC	14	2	0.4	0.2
Cc1cc(C)cc(NC(=O)CSc2nnc(NC(=O)c3cccs3)s2)c1	10	-1	-0.1	0.2
C=CCn1c(=O)c2c(nc3n(-c4ccc(C)c(C)c4)c(C)cn23)n(C)c1=O	-9	3	-0.1	-0.9
CCOC(=O)c1c(NC(=O)c2cc(-c3ccc(Cl)s3)nc3ccccc23)sc2c1CCC(CC)C2 (stereo not given)	2	-16	-0.9	0.0
Cc1ccc(/C(O)=C2/C(=O)C(=O)N(CCCN3CCOCC3)C2c2ccc(C)o2)cc1 (stereo not given)	-10	-6	-0.1	2.9
CC(=O)c1c(C)oc2c(Br)cc(NS(=O)(=O)c3ccc(C(C)(C)C)cc3)cc12	-6	-9	0.0	-0.7
COc1cc(OC)c(/C=N/N2C(=O)C3C4C=CC(C5CC45)C3C2=O)cc1Br (stereo not given)	3	15	0.4	0.8
CC1CCN(c2ccc(/C=N\Nc3nncn3N)cc2[N+](=O)[O-])CC1	2	-13	-0.2	1.3
CC(=O)Nc1nnc(SCC(=O)c2ccc3c(c2)Cc2ccccc2-3)s1	0	-2	0.0	-0.4
CCOC(=O)Oc1ccc2c(=O)c(Oc3cc(C)cc(C)c3)coc2c1	-3	-5	0.0	0.0
CCOC(=O)c1c(NC(=O)c2cnccn2)sc2c1CCCCCC2	6	3	-0.2	0.6
COc1ccc(/C=C(/NC(=O)c2ccc(Br)o2)C(=O)Nc2cccc(C(=O)O)c2)cc1	-7	5	0.0	-1.1
COc1ccc(C(=O)/C=C\Nc2ccc([N+](=O)[O-])cc2)c(OC)c1	6	-6	0.0	1.5
O=C(Cn1cnnn1)N1CCOc2ccc(CN3CCc4ccccc4C3)cc2C1	-3	-13	0.0	0.7
CS(=O)(=O)N(CC(=O)NC1CCCCC1)c1ccc2c3c(cccc13)CC2	-8	1	-0.1	-0.6

2 compounds drawn at random from the list so far, as already listed:
SMILES	TEAD-YAP inh	MITF primary	FBW7 act	GPR151 activ
COc1ccc(/C=C(/NC(=O)c2ccc(Br)o2)C(=O)Nc2cccc(C(=O)O)c2)cc1	-7	5	0.0	-1.1
O=C(Cn1cnnn1)N1CCOc2ccc(CN3CCc4ccccc4C3)cc2C1	-3	-13	0.0	0.7

A draw from above in order of length of the SMILES, rising.
SMILES	TEAD-YAP inh	MITF primary	FBW7 act	GPR151 activ
C=CCOc1ccc2c3c(c(=O)oc2c1C)CCC3	-27	54*	0.6	-1.5
COc1cccc(/C=C(\C)C(=O)Nc2ccccc2)c1	-57	-2	-0.1	-0.9
CSC1=C(C#N)C(c2ccccc2C)C2=C(CCCC2=O)N1 (stereo not given)	39*	-8	-0.1	3.3
COc1ccc(C(=O)/C=C\Nc2ccc([N+](=O)[O-])cc2)c(OC)c1	6	-6	0.0	1.5
O=C(Nc1ccc2oc(-c3ccc(Cl)cc3Cl)nc2c1)c1ccc(Cl)c(Cl)c1	-5	0	-0.1	0.8

(more compounds)
SMILES	TEAD-YAP inh	MITF primary	FBW7 act	GPR151 activ
CC1CN(c2[nH]c(=O)n(C)c(=O)c2Cc2ccc(F)cc2Cl)CC(C)O1 (stereo not given)	0	-2	0.0	-1.8
O=C(c1ncoc1-c1ccccc1)N1CCN(Cc2ccccn2)CC1	0	0	-0.1	0.8
CCCNC(=O)c1ccc(CS(=O)Cc2ccc(C)cc2)o1 (stereo not given)	17	9	0.3	0.8
Nn1cnn2c(SCC(=O)Cc3ccc(-c4nc5cc(NC(=O)CSc6nnc7n(N)cnn67)ccc5o4)cc3)nnc12	-1	2	0.0	1.2
CCn1c(COc2ccccc2)nnc1SCC(=O)Nc1cc(OC)cc(OC)c1	18	-5	-0.1	-0.2
O=C(Nc1ccc(Cl)cc1C(=O)NCCO)c1ccc(Cl)cc1Cl	5	12	-0.1	3.8
O=C(CCc1c[nH]c2ccccc12)NNC(=O)c1ccccc1-n1cccc1	0	5	0.1	-1.8
COc1ccc(S(=O)(=O)N(CC(=O)NC2CC2)c2ccc(Cl)cc2)cc1	-6	0	0.0	2.9
Cc1nnn(C23CC4CC(CC(C(=O)Nc5ccc6c(c5)OCO6)(C4)C2)C3)n1	1	-10	-0.1	0.6
COc1ccc(NS(=O)(=O)c2ccc(S(=O)(=O)N(C)C)cc2)cc1S(N)(=O)=O	9	0	-0.1	0.7
COc1ccc2[nH]c(=O)c(CN(CC3CCCO3)S(=O)(=O)c3ccc(C)cc3)cc2c1 (stereo not given)	-1	17	0.6	2.5
COc1ccc(NC(=O)OCCn2c([N+](=O)[O-])cnc2C)cc1	-4	7	0.1	1.0
O=C(NCCO)C1CCN(c2ccc(N3CCC(N4CCOCC4)CC3)nn2)CC1	1	11	0.4	-1.7
COc1ccccc1CN1CCc2nc(SCC(=O)Nc3ccccc3)[nH]c(=O)c2C1	-2	-6	-0.1	1.3
CC(=O)C1=C(c2ccccc2)NC(=O)NC1c1ccccc1OC(C)C (stereo not given)	4	22	-0.2	0.1
O=C(CSc1nnc(-c2ccncc2)o1)Nc1cc(C(F)(F)F)ccc1Cl	-10	19	1.2	-1.1
COc1cc2[nH]c(=O)n(CCC(=O)NCCN(C)C)c(=O)c2cc1OC	-5	11	-0.1	0.1
N#CCCn1cc(C(=O)N2CCOCC2)c(-c2ccc3c(c2)OCCO3)n1	-7	6	-0.1	-1.5
Cc1sc2nc(SCC(=O)c3ccccc3)n(-c3ccccc3)c(=O)c2c1C	1	13	0.0	1.4
CCCCn1c(=O)nc2n(-c3ccc(OC)cc3)c3ccccc3cc-2c1=O	0	19	0.2	1.9
COC(=O)c1cc(-c2cccs2)[nH]n1	-3	5	-0.2	-0.4
Cc1ccc(C2/C(=C(\O)c3ccccc3)C(=O)C(=O)N2c2nnc(C)s2)cc1 (stereo not given)	-5	11	0.1	-1.4
CN(CCCC(=O)NC1CC(C)(C)NC(C)(C)C1)S(=O)(=O)c1ccc([N+](=O)[O-])cc1	-4	-6	-0.1	0.2
Cc1ccc(CCNC(=O)CN2C(=O)CCc3ccccc32)cc1	8	9	0.5	-0.8

Compound activity deposited in PubChem BioAssay by The Scripps Research Institute Molecular Screening Center.
